# Pf Dd2 growth = Plasmodium falciparum Dd2 growth inhibition | 4.3% of 120,000 active | Potency, µM (highest dose often 28.9 µM), for the others: at the top dose activity, negative = inhibition, hits mostly inhibitors | P. falciparum Dd2 growth, SYBR Green, 72 h; active = well fitted inhibition curve with a large enough effect; inconclusive = small, poorly fitted or top-dose-only effect; inactive = no such curve, though single readings can be large or run the other way;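 note: plate controls were DMSO vehicle for no effect and reference drug for full effect; nearly all actives have a fitted effect of over 65% in size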
#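 Infected erythrocytes (Dd2, 0.3% parasitemia, 2.5% hematocrit final) are added to compound in RPMI-1640/Albumax II medium, grown 72 h at 37C in low oxygen, then lysed with saponin/Triton-X containing SYBR Green and read by fluorescence.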
# Active calls of the source: *; i = inactive; ? = inconclusive; ! = not active in a repeat; [ ] = dose if it differs, or a comment. Potency is the fitted concentration of half-maximal effect. This is a subset; the hit share may differ from the screen's.
# Start of the listing, in advance, 5 compounds:
SMILES,Pf Dd2 growth
COCc1nc(C2CCCN(C(=O)Nc3cc(C)ccc3C)C2)no1 (stereo unspecified),1%
O=c1ccc2cc(S(=O)(=O)N3CCC4(CCCNC4)C3)ccc2o1 (stereo unspecified),-13%
CS(=O)(=O)NC1CCCN(c2cc(N3CCCC3)ncn2)C1 (stereo unspecified),?
COc1ccc(CCNC(=O)CCCn2c(=O)c3ccccc3n(Cc3ccccc3)c2=O)cc1OC,-6%
Cn1ncc2c(C(=O)NCCc3ccc(Cl)cc3)cc(-c3ccc([S+](C)(=O)[O-])cc3)nc21,-19%

# The listing, from the start:
SMILES,Pf Dd2 growth
COCc1nc(C2CCCN(C(=O)Nc3cc(C)ccc3C)C2)no1 (stereo unspecified),1%
O=c1ccc2cc(S(=O)(=O)N3CCC4(CCCNC4)C3)ccc2o1 (stereo unspecified),-13%
CS(=O)(=O)NC1CCCN(c2cc(N3CCCC3)ncn2)C1 (stereo unspecified),?
COc1ccc(CCNC(=O)CCCn2c(=O)c3ccccc3n(Cc3ccccc3)c2=O)cc1OC,-6%
Cn1ncc2c(C(=O)NCCc3ccc(Cl)cc3)cc(-c3ccc([S+](C)(=O)[O-])cc3)nc21,-19%
Cc1ccc(CN[C@@H]2CO[C@H](CNC(=O)C3CCCC3)[C@H]2O)cc1,i
CCCn1c2ccccc2c2cnn(CC(=O)NCCc3ccccc3)c(=O)c21,21%
COc1ccc(-c2cc(N3CCC(NC(=O)c4cc(F)ccc4Cl)C3)n[nH]2)cc1 (stereo unspecified),-13%
CN(Cc1cccnc1)C(=O)C1C2C(=O)N(c3ccc(CCO)cc3)C[C@@]23C=C[C@@H]1O3 (stereo partly specified),-6%
COc1ccc(Cn2c3c(c(=O)n2Cc2ccccc2)CCN(Cc2cccnc2)C3)cc1,-4%
O=C1CC(c2ccccc2)N(Cc2ccc(F)c(F)c2)CCCCCN1 (stereo unspecified),10µM*
COc1cc(NC(=O)Nc2nc3c(s2)C[C@]2(C)CC[C@@H]4[C@H](OC(=O)[C@H]4C)[C@H]2[C@@H]3C)cc(OC)c1,?

# Quoted at random: 3 records from the list.
SMILES,Pf Dd2 growth
Cc1ccc(CN[C@@H]2CO[C@H](CNC(=O)C3CCCC3)[C@H]2O)cc1,i
COc1cc(NC(=O)Nc2nc3c(s2)C[C@]2(C)CC[C@@H]4[C@H](OC(=O)[C@H]4C)[C@H]2[C@@H]3C)cc(OC)c1,?
COc1ccc(CCNC(=O)CCCn2c(=O)c3ccccc3n(Cc3ccccc3)c2=O)cc1OC,-6%

# Further structures follow.
SMILES,Pf Dd2 growth
COc1ccc(CN2C[C@@H](CO)[C@H](c3nc(C)no3)C2)cc1OC,10%
COc1ccc(C(C)C)cc1S(=O)(=O)NCCc1c(C)[nH]c2c(Cl)cccc12,?
O=C1Nc2ccccc2C1Cc1ccc(Br)cc1 (stereo unspecified),?
CC(C)(C)n1ccc(C(=O)NC2CC(c3nnc(CO)n3C3CC3)C2)c1 (stereo unspecified),-18%
Cc1cccc(NC(=O)C2CC(=O)N(c3n[nH]c4cc(Br)ccc34)C2)c1 (stereo unspecified),8%
CC(=O)Nc1ccc(NCc2nnc3n2CCCCC3)cc1,43%[activator]
CCc1cccc(C)c1NC(=O)CN1C=C(C(=O)OC)C(C)=NS1(=O)=O,i
O=C(c1ccccc1)N1CCC(N2C(=O)C(O)C23CCCCC3)CC1 (stereo unspecified),-22%
Cn1ccnc1C(=O)N1CCC2(CC1)CN(c1ncccn1)CC2CO (stereo unspecified),-7%
COc1ccc(/C=C(/C#N)c2nc(-c3ccc(-c4ccccc4)cc3)cs2)cc1,46%
Oc1ccc(-c2nc(C3CC3)nc3c2CN(Cc2ccc(OC(F)(F)F)cc2)CC3)cc1,i
CN1C(=O)C2(CCN(C(=O)c3ccccc3F)C2)c2ccccc21 (stereo unspecified),?
O=C(c1ccc(C2CCCN2)s1)N1CCc2nc[nH]c2C1 (stereo unspecified),-4%
c1ccc(CCN2CCNc3cc(Nc4ccc(N5CCOCC5)cc4)ncc3C2)cc1,?
COc1cccc(OCc2nc3ccccc3n2C)c1,-17%
NCc1ccc(-c2cncnc2)cc1,0%[44.1 µM]
CCOc1ccc(CCNC(=O)c2ccc(CSCc3ccccc3C)o2)cc1OCC,-25%
CNC(=O)[C@@H]1CN(Cc2ccc3cc[nH]c3c2)C[C@H]1c1nc(C)no1,-5%
CCOc1ccc(NC(=O)c2nnn3cc(C)[nH]c(=O)c23)cc1,0.63µM*
Cc1oc(-c2cccc(Cl)c2)nc1CSc1nc2ncccc2[nH]1,21%
Cc1oc(C(O)c2cccc(O)c2)nc1C(=O)Nc1ccc2c(c1)CNC2=O (stereo unspecified),i
Cc1cc(=O)c2cc(C(=O)Nc3ccccc3C)ccc2[nH]1,0%
CCC(OC)C(=O)N1CCN(c2nc(-c3ccccc3)nc3c2CCC3)CC1 (stereo unspecified),?
O=C1NCCCCCCN(Cc2ccncc2)[C@@H]2CN(S(=O)(=O)c3cccnc3)CC[C@H]12,-15%
CCCCNc1nc(Oc2ccc(OCCC)nn2)nc(N(C)C)n1,1%
COc1ccc(NC(=O)C2(C)CCc3cnc(N4CCOCC4)nc32)cc1 (stereo unspecified),i
Cc1cccc(N(C)S(=O)(=O)c2nnc(NC(=O)C(C)Oc3ccccc3)s2)c1 (stereo unspecified),?
O=C(Nc1ccc2c(N3CCCC3)ncnc2c1)c1cc(F)ccc1F,3.2µM*
COc1ccc(Cc2nc3ccc(C(=O)NCc4ccccc4C)cc3o2)cc1,-8%
Cc1ccc(CNC(=O)CC2Oc3ccccc3NC2=O)cc1 (stereo unspecified),9%
CCc1ccccc1NS(=O)(=O)c1ccc2c(c1)CCN2C(=O)C1CC1,14%
COc1cccc(Cn2c(C)c(CNCc3cccc(C)c3)c(C(=O)O)c2C)c1,-23%
COc1ccccc1NS(=O)(=O)c1cc2c(cc1Cl)NC(=O)CO2,8.9µM*
Cc1ccc(NC(=O)CCc2c(C)nn(-c3ccc(N4CCOCC4)nn3)c2C)cc1F,18%
CCn1c(COc2ccc(C)nc2)nnc1C1CC(N)C1 (stereo unspecified),-26%
C[C@@H](NC(=O)NC(C)(C)C)c1onc(-c2ccc(F)cc2)c1C(=O)O,-3%[44.1 µM]

# In the list so far, these contain a tert-butyl group.
SMILES,Pf Dd2 growth
CC(C)(C)n1ccc(C(=O)NC2CC(c3nnc(CO)n3C3CC3)C2)c1 (stereo unspecified),-18%
C[C@@H](NC(=O)NC(C)(C)C)c1onc(-c2ccc(F)cc2)c1C(=O)O,-3%[44.1 µM]

# Next structures
SMILES,Pf Dd2 growth
Cc1ccc(NC(=O)N2CCC(N3CCN(Cc4ccccc4)C(=O)C3=O)CC2)cc1Cl,?
COc1ccccc1C(=O)N1C2CCCC1CC(=O)C2,3%[44.1 µM]
O=C(c1ccnc(-c2cncnc2)c1)N1CCCC1,-10%
CC(=O)N[C@@H]1CN(Cc2cn[nH]c2-c2ccc(F)cc2)C[C@H]1CO,10%
O=c1c2nc(-c3ccc4c(c3)OCO4)ccc2ncn1Cc1ccccn1,?
CN1CCN(C(=O)Cn2c(-c3cccs3)cc3cc(Cl)ccc32)CC1,?
COCCOCc1nc(C2CCN(C(=O)C3(c4ccccc4)CC3)C2)no1 (stereo unspecified),-7%
O=C(CSc1nnc(-c2ccccc2F)o1)Nc1ccccc1Cl,21%
CCC(=O)N1CCCc2cc(S(=O)(=O)N3CCC(C(=O)NCc4ccc(F)cc4)CC3)ccc21,12%
CN1CCC2(Cc3ccccc3CN(C(=O)c3ccc(Cl)cc3)C2)C1 (stereo unspecified),-29%
O=C(NCC12CCC=C1N(CC1CC1)C(=O)CC2)c1ccncc1 (stereo unspecified),9%
CN(C)c1ccc(/C=C/c2noc(-c3ccccc3O)n2)cc1,?
COc1ccc(C2Cn3nnc(-c4nc(-c5ccc(Cl)cc5)no4)c3CO2)cc1 (stereo unspecified),i
COc1ccc(-c2noc(CN(C(C)C)S(=O)(=O)c3ccc(Br)cc3)n2)cc1,2%
COCCCNC(=O)c1c(C)nn(-c2ccc(F)cc2)c1-n1cccc1,10%
CCSc1nnc2c(n1)OC(c1cc(OC)c(OC)c(OC)c1)Nc1ccccc1-2 (stereo unspecified),38%[activator]
COCCOC1CCN(C(=O)c2cc(F)ccc2F)CC1,31%[activator]
COc1ccc(-c2nnc(SCC(=O)Oc3c(C)cccc3C)o2)cc1OC,22%
N#CCn1nc2n(c1=O)CCN(C(=O)Cc1c[nH]c3ccccc13)CC2,19%
CCCCNC(=O)C1CCC(Cn2c(=O)c3sccc3n(CC(=O)N3CCCC3)c2=O)CC1 (stereo unspecified),?
COCC1CN(S(=O)(=O)c2cccs2)CC12CCNCC2 (stereo unspecified),30%
CCOC(=O)c1c(S(=O)(=O)NCC(=O)NCc2ccccc2)c(C)n(C)c1C,15%
CCOc1ccc(C(=O)c2cn(Cc3ccc(F)cc3)c3ccc(F)cc3c2=O)cc1,?
CCS(=O)(=O)N1CCC2(CC1)CN(C(C)=O)CC2COC (stereo unspecified),17%

# Molecules from the list above containing a cyano group, in the order listed:
SMILES,Pf Dd2 growth
COc1ccc(/C=C(/C#N)c2nc(-c3ccc(-c4ccccc4)cc3)cs2)cc1,46%
N#CCn1nc2n(c1=O)CCN(C(=O)Cc1c[nH]c3ccccc13)CC2,19%

# Continuation:
SMILES,Pf Dd2 growth
CCCOc1cccc(C2c3c(oc4ccc(F)cc4c3=O)C(=O)N2Cc2ccc3c(c2)OCO3)c1 (stereo unspecified),?
Cc1ccccc1Nc1sc(C(=O)c2ccc3c(c2)OCO3)c(N)c1S(=O)(=O)c1ccccc1,-17%
COc1cccc(NC(=O)C2CCC(CNS(=O)(=O)c3csc(C(N)=O)c3)CC2)c1 (stereo unspecified),16%
CS(=O)(=O)c1ccc(N2CCN(CC3(O)CNCCOC3)CC2)c(F)c1 (stereo unspecified),-1%
Cc1ccc(S(=O)(=O)NC[C@H]2OC[C@@H](NCc3ncc[nH]3)[C@@H]2O)cc1,-15%[44.1 µM]
Nc1cccc(-c2cn3ccsc3n2)c1,-5%
CCNC(=O)c1ccc2c(c1)OCCN(c1cccc(OC(F)(F)F)c1)C2,?
O=C(c1ccc(Cl)nc1)N1CCC2(C1)C(=O)N(CCc1ccccc1)c1ccccc12 (stereo unspecified),13µM*!
Cc1cccc(C)c1NC(=O)Cn1nc(C)c2sc3ccccc3c2c1=O,-4%
CCC(CC)C(=O)N1CC(C(=O)NCCc2ccncc2)C2(CCOCC2)C1 (stereo unspecified),24%
CSc1cccc(NC(=O)Cn2c(=O)c(-c3noc(C)n3)c3n(c2=O)CCCCC3)c1,-7%
CC(=O)c1cccc(NC(=O)c2c(-c3ccccc3)c(-c3ccccc3)nn(C)c2=O)c1,28%
CC(NC(=O)Cn1ncc2c3ccccc3n(Cc3ccc(F)cc3)c2c1=O)c1ccccc1 (stereo unspecified),?
Cc1ncnc(N2CCC3(CC2)CC(=O)N(CCCc2ccccc2)C3)c1C,-21%
Cc1ccc(CNC(=O)CCS(=O)(=O)c2cc3c(cc2C)NC(=O)CO3)cc1,11%
CN(C)CCC(=O)N1Cc2ccccc2CC2(CCCCN2Cc2cccnc2)C1 (stereo unspecified),?
CSc1nc2sc3c(c2c(=O)n1Cc1ccccc1)CCC(C(C)(C)C)C3 (stereo unspecified),29%
COC(=O)c1ccccc1NC(=O)Cn1c(-c2ccc(F)cc2)nc(C)cc1=O,?
CN1C(=O)CO[C@H]2CCN(Cc3cccc(OC(F)(F)F)c3)CC[C@@H]21,-8%[44.1 µM]
COc1ccc(OC)c(CNC(=O)c2nn(-c3ccc(OC)c(Cl)c3)c(=O)c3c2c2ccccc2n3C)c1,10%
O=C(CCc1nnn2c1CN(C(=O)NCCc1ccccc1)CC2)NC1CC1,i
CNC(=O)[C@@H]1CN(S(=O)(=O)c2ccc(Cl)s2)C[C@H]1c1nc(C)no1,10%
O=C(NC1CCN(c2nc3ncccc3o2)CC1)c1cccc(Cl)c1,?
CCc1ccccc1N1CC(c2nc3ccccc3n2CCCOc2ccc(Cl)cc2)CC1=O (stereo unspecified),?
CCc1noc(-c2ccn3c(CNC(=O)C4CCCC4)nnc3c2)n1,?
O=[S+]([O-])(Nc1ccccc1)c1ccc2c(c1)OCCN(Cc1cccnc1)C2,?
CN1CCNc2cc(-c3ccc(N4CCOCC4)cc3)ncc2C1,?
COC(=O)[C@@H]1Cc2c([nH]c3ccccc23)[C@H]2C[C@H](NCCCn3ccnc3)C[C@@H](c3ccccc3F)N21,?
COc1cccc(S(=O)(=O)N2CCn3c(nnc3-c3ccncc3)C2)c1,10%
COc1ccc(S(N)(=O)=O)cc1C(=O)NC1CCOC2(CCOCC2)C1 (stereo unspecified),-16%
COc1ccc(C2(C(=O)N3CCC4(CC3)CC(N3CCOCC3)CCO4)CC2)cc1 (stereo unspecified),-4%
CCC(=O)N1CCc2cc(Br)cc(S(=O)(=O)N(CC)Cc3ccccc3)c21,?
CS(=O)(=O)N1CCC(C2CCN(C(=O)Cc3c[nH]c4ccccc34)C2)CC1 (stereo unspecified),i
CC(C)(C)C(=O)Cn1c(=O)n(CCCCCC(=O)NCc2ccccc2Cl)c(=O)c2sccc21,?
COc1ccc(C(=O)N2CCC(c3n[nH]c(=O)n3Cc3ccc(F)cc3)CC2)c(C)c1,-16%
COc1ccc(C(=O)N2CCC[C@H]2c2nc(-c3ccc(OC)c(OC)c3)no2)cc1F,-4%
O=C(O)CCc1cc2n(n1)CCCN(Cc1cn[nH]c1C(=O)O)C2,-8%
COc1ccc(CN2CCc3nc(C(=O)N4CCOCC4)oc3CC2)cc1OC,i
CC(C)CCN1CC2(CCCN(C(=O)CN3C(=O)CN(C)C3=O)C2)CCC1=O (stereo unspecified),8%
O=C(c1c[nH]c2cccnc12)N1CCOCC1,4%[44.1 µM]
c1cc(CC2CN3CCCC3CN2)cs1 (stereo unspecified),?
CCCCOc1ccc(C(=O)Nc2ccc(S(=O)(=O)Nc3nc(C)cc(C)n3)cc2)cc1,0%
c1ccc(-c2noc(-c3ccccc3OC3CNC3)n2)cc1,?

# Assay outcomes: PubChem, National Center for Advancing Translational Sciences (NCATS)
